Source: PubChem BioAssay (National Center for Advancing Translational Sciences (NCATS))
LDHA block = inhibitors of human lactate dehydrogenase A. 480,000 tested, 0.15% active. purified LDHA, NADH/diaphorase-resazurin fluorescence; hits give low values. P00338. AID 1347041. activity change, % (values are at about 110 or 230 µM); in the data active = activity change below about -30%; inconclusive = mostly about -25% to -30%;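 also: plate controls were DMSO wells for no effect and wells without enzyme for full effect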
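Human LDH5 (2 nM) was incubated with 0.06 mM NADH and 0.2 mM pyruvate for 5 min at room temperature in Tris pH 7.4. Remaining NADH was coupled through diaphorase/resazurin, and resorufin fluorescence was read at 0 and 20 min.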
RXFP1 agonist = RXFP1 (human) receptor agonism. 370,000 tested, 0.3% active. Q9HBX9. AID 2676. HEK293T-RXFP1 cAMP TR-FRET, 30 min; response scale: percent of porcine relaxin response, buffer zero. Potency, µM (series often up to 57.5 µM), inactives show at the highest dose activation, usual class: activators; also: potency is read from the fitted curve at half-maximal effect; % is scaled to controls: 0 for no effect and ±100 for the full control effect; nearly all actives have a fitted effect of over 60% in size; many of its hits are not listed in these tables
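HEK293 cells stably expressing RXFP1, treated 30 min at 37C with compounds plus PDE4 inhibitor Ro 20174; cAMP measured by HTRF TR-FRET. Normalized to buffer and 29 nM porcine relaxin; EC50 by Hill fit.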
mIDH1 inhibitor = inhibitors of human mutant IDH1 R132H; O75874; IDH1-R132H enzyme, NADPH consumption, diaphorase/resazurin fluorescence; Potency, µM (series often up to 76.6 µM), for inactives: top-dose activity change, negative = inhibition, hits mostly inhibitors; 390,000 tested, 0.093% active; AID 602179; also: potency is read from the fitted curve at half-maximal effect; % is scaled to controls: 0 for no effect and ±100 for the full control effect; nearly all actives have a fitted effect of over 65% in size
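IDH1-R132H (0.5 ug/mL dispensed) in pH 7.5 Tris buffer was preincubated 30 min with compound, then given a substrate mix of 0.016 mM NADPH and 2 mM alpha-KG for 80 min at room temperature; remaining NADPH was read by diaphorase/resazurin fluorescence.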
Vif-A3F inh = inhibitors of Vif-A3F interaction. HeLa A3F-eYFP + Vif (tagged APOBEC3F with the HIV-1 protein that degrades it), YFP fluorescence increase. Potency, µM (highest dose often 46.1 µM), without a hit: at the top dose activity, negative = active. 390,000 tested, 0.2% active; also: potency is read from the fitted curve at half-maximal effect; % of control where 0% means no effect; nearly all actives have a fitted effect of over 65% in size
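Fluorescence increase (Ex 488/Em 500-530) after overnight compound treatment at 37 deg C flags inhibition of Vif-driven A3F-eYFP loss in stable HeLa A3F-eYFP/Vif cells seeded overnight beforehand.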
PI4K2A inh = inhibitors of human PI4K2A; Q9BTU6; purified PI4K2A, ADP-Glo luminescence, 1 h; hits give low values; activity change, negative = inhibition, % at 76.9 µM; 420,000 tested, 0.13% active; AID 1346378; in the data active = activity change below about -50%; inconclusive = mostly about -30% to -49%;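 also: -100% = wells without enzyme as full effect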
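PI4K2A activity was measured by ADP-Glo luminescence: enzyme (4 ug/mL stock) and phosphatidylinositol (1.2 mM stock) in Tris pH 7.5/MgCl2/EGTA/Triton X-100 buffer were reacted with ATP (300 microM stock) for one hour at ambient temperature.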
Vif-APOBEC3G blk = blocks the Vif interaction with human APOBEC3G | 410,000 tested, 0.076% active | Potency, µM (doses to about 46.1 µM), for the others: top-dose activity, negative = active, usual class: inhibitors | Q9HC16 | HeLa A3G-eYFP + Vif (tagged APOBEC3G with the HIV-1 protein that degrades it), YFP fluorescence, overnight;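 also: potency is read from the fitted curve at half-maximal effect; % is scaled to controls: 0 for no effect and ±100 for the full control effect; nearly all actives have a fitted effect of over 60% in size; hits raise eYFP signal because A3G escapes Vif-driven loss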
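Read-out is eYFP fluorescence (Ex 488/Em 500-530) from Vif-expressing HeLa A3G-eYFP cells; more signal means A3G escaped Vif-mediated degradation. Cells plated overnight, compound pinned in, incubated overnight at 37 deg C.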
TrxR1 substrate = substrates of rat thioredoxin reductase 1 | O89049 | purified TrxR1 substrate turnover, NADPH consumption readout | Potency, µM (series often up to 114 µM), for inactives: at the highest dose activity change, negative = substrate turnover | 390,000 tested, 0.01% active | AID 588456; also: potency is read from the fitted curve at half-maximal effect; % is scaled to controls: 0 for no effect and ±100 for the full control effect; nearly all actives have a fitted effect of over 50% in size
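Rat TrxR1, dispensed at 90 nM, was prereduced with 400 uM NADPH (final) for 5 min at ~22 deg C, then incubated with compound 15 min before 400 uM selenite. A first-read NADPH fluorescence drop versus no-compound background flagged substrates.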
Glioma ERSR ind = ER stress response induction in glioma; U87-MG GRP78 promoter luciferase reporter, 16 h; 420,000 tested, 0.02% active; AID 602332; Potency, µM, for inactives: at the highest dose activation, actives largely listed as activators; also: potency is read from the fitted curve at half-maximal effect; series mostly up to about 76 µM; % of control where 0% means no effect; nearly all actives have a fitted effect of over 35% in size
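Stably transfected U87-MG human glioma cells carrying a GRP78-based luminescent sensor were seeded at 1000 cells/well, pin-dosed with compounds and incubated 16 h. Luciferase reagent was then added, and end-point luminescence was read after 10 min at room temperature.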
USP1 inh = blocks the human USP1/UAF1 deubiquitinase complex. recombinant USP1/UAF1, Ub-Rhodamine cleavage fluorescence. Potency, µM (doses to about 57.1 µM), inactives show top-dose activity change, negative = inhibition, most hits filed as inhibitors. 390,000 tested, 0.23% active. AID 743255; also: potency is read from the fitted curve at half-maximal effect; % is scaled to controls: 0 for no effect and ±100 for the full control effect; nearly all actives have a fitted effect of over 60% in size; inactives centre near -12
Target sequence (O94782 whole entry, looked up): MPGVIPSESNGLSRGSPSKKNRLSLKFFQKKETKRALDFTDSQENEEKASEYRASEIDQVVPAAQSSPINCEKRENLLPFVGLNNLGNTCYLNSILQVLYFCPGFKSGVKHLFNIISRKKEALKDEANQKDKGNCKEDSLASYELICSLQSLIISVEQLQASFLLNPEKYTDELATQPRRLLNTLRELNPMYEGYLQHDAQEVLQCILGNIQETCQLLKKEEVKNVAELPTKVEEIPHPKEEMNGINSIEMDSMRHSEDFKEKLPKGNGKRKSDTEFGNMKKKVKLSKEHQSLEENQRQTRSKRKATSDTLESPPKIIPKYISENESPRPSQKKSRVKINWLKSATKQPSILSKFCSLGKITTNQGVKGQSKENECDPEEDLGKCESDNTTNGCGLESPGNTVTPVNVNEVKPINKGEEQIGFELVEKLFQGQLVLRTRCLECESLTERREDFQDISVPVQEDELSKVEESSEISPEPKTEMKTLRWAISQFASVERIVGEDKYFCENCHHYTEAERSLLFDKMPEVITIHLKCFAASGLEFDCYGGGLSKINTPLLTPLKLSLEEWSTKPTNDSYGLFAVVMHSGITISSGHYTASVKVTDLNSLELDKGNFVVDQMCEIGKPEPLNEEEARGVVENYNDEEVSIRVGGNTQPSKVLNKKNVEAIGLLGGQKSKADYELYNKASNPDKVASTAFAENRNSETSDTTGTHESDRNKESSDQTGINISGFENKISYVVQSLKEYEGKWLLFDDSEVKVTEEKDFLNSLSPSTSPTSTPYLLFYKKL
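Step one: compound is pinned into 1nM USP1/UAF1 in HEPES pH 7.8 buffer with TCEP. Step two: 15 min room-temperature incubation. Step three: Ub-Rho (150nM final) starts cleavage, tracked by fluorescence over six one-minute reads.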
Numbers without * were called inactive; ? = inconclusive; / = not tested or not shown; & = joins results of further samples; [ ] = another dose, or the depositor's remark. Unless noted, calls follow the shape of the dose curve; as a rule, active = well fitted curve in the direction sought with a large enough effect; inconclusive = small, poorly fitted or top-dose-only effect, or another doubt; inactive = no such curve, though single readings can be large; an effect the other way counts as inactive or inconclusive. This is a subset (hit frequency here may not be typical).

The line under a structure holds: LDHA block	RXFP1 agonist	mIDH1 inhibitor	Vif-A3F inh	PI4K2A inh	Vif-APOBEC3G blk	TrxR1 substrate	Glioma ERSR ind	USP1 inh
- Cc1ccccc1-n1ncc(C(C)NC(=O)c2ccco2)c1C (stereo not drawn)
→ 3	0.0%	7%	8%	3	-1%	4%	7%	-20%
- Cc1ccccc1-c1nnc(SCC(=O)N(C)c2ccccc2)o1
→ -1	5.6%	/	/	2	/	-4%	/	-8%
- Cc1cc(C)c2ccc(Cl)cc2n1
→ 0	2.8%	11%	2%	-1	5%	-8%	-3%	-18%
- O=C(Nc1nc(-c2cccs2)c(-c2ccccc2)s1)c1ccco1
→ -4	1.3%	1%	-1%	23	-17%	3%	4%	-10%
- COc1cccc(/C=N/NC(=O)c2cc3c(OC)cccc3[nH]2)c1OC
→ -6	0.0%	-4%	1%	1	?	-1%	-7%	-10%
- Cc1nc2ccc(NC(=S)N3CCOCC3)cc2nc1C
→ 7	9.5%	6%	0%	3	1%	-6%	-2%	-2%
- Nc1ccc(SC(F)(F)F)cc1C(=O)c1ccccc1
→ 5	-0.6%	9%	?	4	?	-18%	-1%	-7%
- O=C(O)c1ccc(NS(=O)(=O)c2ccc3nnn(O)c3c2)cc1
→ -4	0.0%	-4%	-2%	-15	1%	-11%	-3%	-1%
- CCOc1ccc(-c2cc(C(=O)NCCc3ccc(C)cc3)c3ccccc3n2)cc1
→ 1	4.8%	6%	-5%	4	-1%	15%[57.1 µM]	-3%	-36%
- O=C(O)Cc1c(C(=O)O)[nH]c2ccc(C(=O)O)cc12
→ 2	0.9%	6%	6%	0	6%	26%	-3%	-23%
- Cc1ccc(C(c2c(C)nn(-c3ccccc3)c2N)c2c(C)nn(-c3ccccc3)c2N)cc1
→ -5	6.1%	2%	-14%	-2	-12%	-8%	0%	-25%
- O=C(OCCOc1ccccc1F)c1cccc(S(=O)(=O)N2CCOCC2)c1
→ 0	0.4%	1%	4%	-5	-1%	2%	2%	-22%
- O=C(CCN1C(=O)S/C(=C\c2cccs2)C1=O)Nc1nccs1
→ -4	0.2%	-4%	4%	1	-3%	-1%	-1%	-9%
- CC(=O)NC1=NN(C(C)=O)C(c2cccc([N+](=O)[O-])c2)S1 (stereo not drawn)
→ -5	11%	-9%	0%	-6	0%	-3%	2%	-3%
- COc1cc2c(cc1OC)/C(=C/C(=O)c1ccc(OC)c([N+](=O)[O-])c1)NCC2
→ -2	2.1%	0%	0%	-5	-12%	3%	-4%	-14%
- CCCNC(=O)Cc1ccsc1
→ -11	-4.5%	8%	6%	-1	0%	-4%	-4%	-4%
- COc1ccccc1-n1nc(C(=O)O)c2ccccc2c1=O
→ -7	-0.1%	-1%	-13%	-2	0%	12%[57.1 µM]	0%	?
- O=C1OC(CCl)CN1Cc1c(Cl)cccc1Cl (stereo not drawn)
→ -6	/	3%	5%	0	-1%	15%[11.4 µM]	-5%	-26%
- O=C(COC(=O)/C=C/c1ccco1)Nc1ncc(C(F)(F)F)cc1Cl
→ 3	-0.7%	2%	-17%	-3	8%	-16%[57.1 µM]	-1%	0%
- CSc1ccc(CNc2ccc(C)c(C)c2)cc1
→ 2	-1.4%	1%	1%	-2	1%	-2%	4%	-13%
- CCN1CCCC1CNC(=O)c1ccc2c(c1)N(Cc1cccc(Cl)c1)C(=O)c1ccccc1S2(=O)=O (stereo not drawn)
→ -1	-2.5%	-9%	-20%	-2	4%	2%	-4%	-27%
- O=C(Nc1ccccc1N1CCOCC1)C1Cc2ccccc2CN1C(=O)c1ccco1 (stereo not drawn)
→ -5	0.6%	-3%	-6%	0	0%	-5%	-1%	-7%
- Cc1cccc(-c2nc(CN3CCCC(C(=O)NCc4ccc(Cl)cc4)C3)c(C)o2)c1 (stereo not drawn)
→ 2	-2.3%	1%	2%	5	-3%	0%	-1%	-30%
- CC(C)c1nnc(NC(=O)CCC(=O)NC2CCCCC2)s1
→ -6	-1.8%	5%	0%	-1	4%	-16%[57.1 µM]	-5%	-9%
- O=C(Nc1ccc(Br)c(Cl)c1)c1ccco1
→ -6	-1.1%	11%	-2%	-1	-4%	-10%	6%	-21%
- CC(=O)N(c1ccccc1)c1ccccc1[N+](=O)[O-]
→ 1	/	-3%	-8%	-4	-1%	/	-4%	-16%
- Cc1cn2c(=O)cc(COc3ccc(NC(=O)c4cccc(F)c4)cc3)nc2s1
→ 8	1.1%	10%	0%	-3	3%	1%	-1%	-15%
- COc1ccccc1CNC(=O)CN1C(=O)COc2ccc(S(=O)(=O)NC3CCCC3)cc21
→ 2&-5	0.5%&-0.4%	-9%&-6%	0%&2%	2&-7	1%&2%	5%&-8%	1%&-1%	-23%&0%
- COc1ccc(CCNc2ccc(C(CC(N)=O)NC(=O)c3cc(C)cc(C)c3)cc2[N+](=O)[O-])cc1 (stereo not drawn)
→ 1	-2.5%	-8%	0%	0	1%	-3%	-3%	-27%
- Cc1nn2c(C)c(C(=O)NC(C)c3ccccc3)cnc2c1-c1ccc(F)cc1 (stereo not drawn)
→ -3	-0.2%	6%	2%	-5	1%	5%[57.1 µM]	-2%	?
- Cn1c(N)c(C(=O)COC(=O)[C@@H]2CCCN2S(=O)(=O)c2ccc(Cl)cc2)c(=O)n(C)c1=O
→ -7	26%	7%	3%	-3	0%	10%[57.1 µM]	1%	-8%
- Cc1cc(C)cc(NC(=O)C2CCN(S(=O)(=O)c3cccc(-c4noc(C)n4)c3)CC2)c1
→ 1	2.1%	11%	1%	5	5%	5%[57.1 µM]	-3%	?
- CCc1cc(=O)[nH]c(SCC(=O)NCC2CCCO2)n1 (stereo not drawn)
→ -6	1.8%	-6%	-3%	-2	0%	5%[57.1 µM]	-1%	-14%
- CC1(C)CC(=O)C(C(N)=NC(=O)c2ccccc2)=C(O)C1
→ -7	-1.2%	9%	16%	2	1%	5%[57.1 µM]	-1%	-24%
- Cc1cccc(-n2nnnc2S(C)(=O)=O)c1
→ -2	0.4%	3%	5%	40	?	-6%[57.1 µM]	-11%	-13%
- CCOc1ccc(NS(=O)(=O)c2cc(NC(=O)c3ccc(C)cc3)ccc2Cl)cc1
→ -9	-0.3%	-3%	-4%	1	?	-3%	-4%	-21%
- CC(C(=O)N1CCOCC1)N1C(=O)C2C3C=CC(C4CC34)C2C1=O (stereo not drawn)
→ -4	3.0%	6%	7%	-2	0%	-8%[57.1 µM]	2%	?
- Cc1ccc(NC(=O)NC2CCCCC2)cc1Cl
→ -6	-0.7%	-1%	-2%	-71*	0%	5%	4%	-15%
- O=C(c1ccc(Cl)cc1)N1CCC(c2ccncc2)CC1
→ -7	-0.5%	5%	3%	-4	0%	-4%[57.1 µM]	1%	0%
- O=c1cc(N2CCCCC2)c(-c2ccccc2)nn1Cc1ccc(F)cc1
→ 2	1.2%	-3%	-2%	-3	2%	-2%	-1%	-26%
- COc1ccc2cc3c(N)nn(C(=O)c4ccccc4[N+](=O)[O-])c3nc2c1
→ -1	-0.6%	-2%	12%	2	0%	-4%	-3%	-4%
- Nc1ncnc2c1ncn2[C@@H]1O[C@H](C(=O)NCc2ccc(OC(F)(F)F)cc2)[C@@H](O)[C@H]1O
→ -3	/	/	/	-6	-2%	/	-3%	/
- O=C(N1CCOCC1)N1CCN(Cc2ccccc2)CC1
→ -4	0.2%	3%	3%	3	0%	7%	-5%	-17%
- O=C(O)CCc1nc2cc(C(F)(F)F)ccc2n(Cc2ccccc2)c1=O
→ -1	-0.6%	-2%	2%	-5	-6%	7%[0.0914 µM]	11%	-13%
- Cc1cc(=O)oc2cc(OCC(=O)NC3CCCCC3)c(Cl)cc12
→ -8&0	/	2%	11%	-4	1%	25%	-2%	-5%
- COc1ccccc1C(=O)Nc1cccc(C(=O)OCc2cc(=O)n3ccsc3n2)c1
→ -1	?	-1%	1%	-1	-4%	-5%[57.1 µM]	-3%	-2%
- O=C(N/N=C/c1ccco1)c1cc(-c2ccc3ccccc3c2)n[nH]1
→ -10	-0.4%	-2%	0%	-28	-25%	-15%	-14%	-2%
- CCOC(=O)c1c(C)[nH]c(C)c1S(=O)(=O)NC(CC)CN1CCOCC1 (stereo not drawn)
→ -2	1.5%	0%	1%	7	2%	0%	-2%	-20%
- Cc1cc(C)nc(SC2CC(=O)N(c3ccc(Br)cc3)C2=O)n1 (stereo not drawn)
→ -1	0.9%	0%	-13%	4	-9%	6%[57.1 µM]	-1%	-3%
